# Bioassay records from PubChem.
# HCV inh – HCV inhibition. Huh7.5.1 HCVcc-Cre infection, luciferase reporter, 44 h. Potency, µM (highest dose often 41.8 µM), for inactives: top-dose activity change, negative = inhibition, actives largely listed as inhibitors. 3.4% of 340,000 active
#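 Infectious HCVcc-Cre (~0.5 moi) was added to cells just after compound, with cells seeded 4 h earlier at 1,000 per well. Luciferase activity after 44 h culture reported infection; substrate was incubated 15 min at room temperature before reading.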
# Pf growth 96h – P. falciparum growth inhibition at 96 hour, primary screen for plastid delayed-death inhibitors. 6.9% of 320,000 active. AID 504834. Potency, µM (titrated, usually from 28.7 µM), without a hit: at the top dose activity change, negative = inhibition, actives largely listed as inhibitors. P. falciparum luciferase reporter growth, 96 h
#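 Infected RBCs, 2% Hct / 0.05% parasitemia final; luciferase-reporter P. falciparum; cpd 96 h, 37 C, 5% CO2; luciferase detection reagent; luminescence.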
# Sm TGR inh – inhibitors of Schistosoma mansoni thioredoxin glutathione reductase; Potency, µM (top dose mostly 114 µM), inactives show at the top dose activity change, negative = inhibition, usual class: inhibitors; AID 485364; 3% of 360,000 active; purified TGR, DTNB reduction, TNB absorbance 405 nm; also: nearly all actives have a fitted effect of over 60% in size
#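 TGR 20 nM + NADPH 100 uM (dispensed conc.), cpd preinc 15 min RT; start with NADPH (500 uM addition) then DTNB (15 mM addition). Kinetic TNB absorbance, 405 nm filter. Four-parameter Hill fit across titration.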
# LmPK inh – LmPK (Leishmania mexicana) enzyme inhibition; Q27686; 0.37% of 290,000 active; Potency, µM (highest dose often 57.5 µM), for the others: top-dose activity change, negative = inhibition, usual class: inhibitors; purified LmPK, Kinase-Glo ATP luminescence, 1 h
# Target sequence (Q27686 whole entry, looked up): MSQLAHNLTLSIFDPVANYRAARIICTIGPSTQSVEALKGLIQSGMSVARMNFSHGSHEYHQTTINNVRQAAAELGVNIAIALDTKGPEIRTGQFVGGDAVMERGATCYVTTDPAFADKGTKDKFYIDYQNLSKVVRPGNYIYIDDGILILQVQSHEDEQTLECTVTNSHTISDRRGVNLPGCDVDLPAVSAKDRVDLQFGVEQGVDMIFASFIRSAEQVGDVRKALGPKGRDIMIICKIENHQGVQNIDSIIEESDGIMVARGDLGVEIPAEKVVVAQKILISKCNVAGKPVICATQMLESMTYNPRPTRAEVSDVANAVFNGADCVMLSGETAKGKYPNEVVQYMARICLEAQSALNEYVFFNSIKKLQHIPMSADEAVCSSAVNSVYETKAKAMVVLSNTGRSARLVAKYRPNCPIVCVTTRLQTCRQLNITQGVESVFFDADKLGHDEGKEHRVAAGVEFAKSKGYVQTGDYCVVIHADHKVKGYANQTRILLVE
#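 0.1 nM LmPK, 0.5 mM PEP, 0.1 mM ADP; 50 mM imidazole pH 7.2, 7 mM MgCl2, 50 mM KCl; 1 h RT. Kinase-Glo luminescence readout, normalized to no-enzyme (full inhibition) and uninhibited wells.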
# Pf growth 48h – P. falciparum growth inhibition at 48 hours (one generation); P. falciparum luciferase growth in erythrocytes, 48 h; AID 504832; 5.9% of 310,000 active; Potency, µM (doses to about 28.7 µM), for inactives: at the top dose activity change, negative = inhibition, usual class: inhibitors
#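 Parasite viability was followed by luminescence of a genomically integrated firefly luciferase. Cultures held 0.1% parasitemia at 2% hematocrit (final), incubated under 5% CO2 at 37 C.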
# TbPYK inhibitor – T. brucei pyruvate kinase inhibition; AID 624173; TbPYK enzyme, Kinase-Glo Plus ATP luminescence, 45 min; 0.12% of 410,000 active; Potency, µM (doses to about 76.8 µM), inactives show at the top dose activity, negative = inhibition, hits mostly inhibitors; also: nearly all actives have a fitted effect of over 50% in size
#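 Glycolytic pyruvate kinase of T. brucei was incubated with substrate, test compound and 130 uM ADP for 45 minutes at room temperature. Luminescent Kinase-Glo Plus signal was measured after 10 minutes.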
# Starred values were filed as active, the others as inactive; ? = inconclusive; · = not tested or not shown; & = joins results of further samples; [ ] = remark or other dose. Calls follow the shape of the dose curve; as a rule, active = well fitted curve in the direction sought with a large enough effect; inconclusive = small, poorly fitted or top-dose-only effect, or another doubt; inactive = no such curve, though single readings can be large; an effect the other way counts as inactive or inconclusive. % is scaled to controls: 0 for no effect and ±100 for the full control effect; potency is read from the fitted curve at half-maximal effect.
SMILES,HCV inh,Pf growth 96h,Sm TGR inh,LmPK inh,Pf growth 48h,TbPYK inhibitor
Cc1nc2c(-c3ccccc3)cnn2c(N2CCOCC2)c1C,-11.1%,179.8%[activator],8.0%,5.8%,187.4%[activator],-7.7%
Cc1nc2ccccn2c1P(=Nc1ccccc1)(N(C)C)N(C)C,12.9%,2.2%,0.2%,-2.3%,1.0%,-3.3%
CNC(=O)C1CC(=O)N(Cc2ccccc2)C(=Nc2ccc(OC)cc2)S1 (centres undefined),9.5%,-23.3%,-33.3%,2.9%,?,-2.9%
CNc1c(NS(=O)(=O)c2cc(NC(C)=O)ccc2C)c(=O)oc2ccccc12,13.9%,-4.5%,-3.3%,2.6%,-13.2%,-3.8%
CCc1[nH]nc(C(=O)N2CCCC(CCC(=O)N3CCN(c4ccccn4)CC3)C2)c1C (centres undefined),3.0%,9.3%,0.0%,9.0%,?,-4.6%
CCOC(=O)CCSc1nc(-c2ccc3c(c2)OCO3)cc(C(F)(F)F)c1C#N,7.0%,61.2%[activator],7.1%,-5.7%,84.1%[activator],-5.1%
COc1ccc(-c2ccc3c(c2)S(=O)(=O)c2cccc(C(=O)NC4CC4)c2C3=O)cc1OC,20.1%,?,?,·,3.1%,-0.8%
COCC(=O)N1CCN(c2cccc(Cl)c2)CC1,9.6%,?,6.7%,0.4%,-8.4%,2.8%
COC(=O)CCC(=O)N1CCCC(CO)(Cc2ccccc2F)C1 (centres undefined),10.4%,-6.8%,-4.0%,-3.2%,10.5%,3.5%
C[C@@H](CN1C2=NC[C@H](Cc3ccc(O)cc3)N2C[C@H]1Cc1ccc(O)cc1)NC(=O)CCC1CCCCC1,6.2%,1.65µM*,-23.3%,2.7%,7.38µM*,-7.0%
CC(=O)N1CCN(C(=O)CCN(c2ccccc2)S(=O)(=O)c2ccc(C)cc2)CC1,-13.3%,?,-2.9%,·,40.7%[activator],-4.6%
CC(C)(C)C(=O)NC(=S)Nc1cccc(C(=O)O)c1,-8.4%,32.7%[activator][5.75 µM],14.8%,1.1%,213.3%[activator],-2.9%
O=C(CCCC(=O)NCC1CCCO1)NCC1CCCO1 (centres undefined),0.9%,·,-29.0%,-0.4%,28.9%,-2.5%
C[C@H]1CCC[C@]2(C)C[C@H]3OC(=O)C(CN4CCCCCC4)[C@H]3C=C12 (some centres undefined),?,?,-0.2%,5.9%,?,9.0%
Cc1ccc(S(=O)(=O)N(CC(=O)c2ccccc2)C(=O)N2CCN(C)CC2)cc1,0.0%,30.9%[activator],-6.6%,·,-7.5%,3.1%
O=C(Nc1cccc(O)c1)c1cnn2cccnc12,17.6%,-5.9%,6.5%,-6.9%,·,-4.0%
Cn1c(/C=C/c2cccc(Br)c2)nc2ccccc2c1=O,-84.6%,?,31.8%,3.7%,?,0.4%
Cc1ccc(S(=O)(=O)NC(=O)NCC2CCN(S(=O)(=O)c3ccccc3)CC2)cc1,21.3%,41.6%[activator],-9.3%,-0.5%,19.8%,0.8%
O=C(CSc1c[nH]c2ccccc12)NC1CCCC1,5.5%,0.0%,-9.8%,0.7%,-12.0%,-22.9%
CCOC(=O)C1=C(N)Oc2cc(O)ccc2C1c1cccc([N+](=O)[O-])c1 (centres undefined),?,-63.8%,·,4.7%,-8.1%,8.4%

# The final six compounds of the section before lead into the next.
SMILES,HCV inh,Pf growth 96h,Sm TGR inh,LmPK inh,Pf growth 48h,TbPYK inhibitor
Cc1ccc(S(=O)(=O)N(CC(=O)c2ccccc2)C(=O)N2CCN(C)CC2)cc1,0.0%,30.9%[activator],-6.6%,·,-7.5%,3.1%
O=C(Nc1cccc(O)c1)c1cnn2cccnc12,17.6%,-5.9%,6.5%,-6.9%,·,-4.0%
Cn1c(/C=C/c2cccc(Br)c2)nc2ccccc2c1=O,-84.6%,?,31.8%,3.7%,?,0.4%
Cc1ccc(S(=O)(=O)NC(=O)NCC2CCN(S(=O)(=O)c3ccccc3)CC2)cc1,21.3%,41.6%[activator],-9.3%,-0.5%,19.8%,0.8%
O=C(CSc1c[nH]c2ccccc12)NC1CCCC1,5.5%,0.0%,-9.8%,0.7%,-12.0%,-22.9%
CCOC(=O)C1=C(N)Oc2cc(O)ccc2C1c1cccc([N+](=O)[O-])c1 (centres undefined),?,-63.8%,·,4.7%,-8.1%,8.4%
CCN(CC)CCSc1nnc2c3cc(C)ccc3n(Cc3ccccc3)c2n1,12.6µM*,?,-1.5%,0.9%,?,-3.0%
CCn1c(COc2ccccc2)nnc1SCC(=O)NCc1ccco1,15.2%,51.0%[activator],·,2.2%,3.7%,-13.1%
CC(=O)N(C)c1ccc(NC(=O)C(F)(F)F)cc1,19.0%,-17.5%,-11.2%,2.5%,-18.8%,2.5%
CCOC(=O)c1nn(-c2ccc3c(c2)OCCO3)cc1O,-17.1%,344.6%[activator],-4.4%,?,225.2%[activator],2.2%
CCOC(=O)c1cn(CC)c2cc(F)c(F)cc2c1=O,-8.3%,0.3%,1.2%,-1.8%,?,-3.8%
COc1ccc(OC)c(NC(=O)CSc2nnc(NC(=O)c3ccco3)s2)c1,·,-0.3%,4.9%,-6.8%,-5.1%,0.3%
O=C(Nc1ccc(OC(F)(F)F)cc1)NC1CCC(Oc2ccc(C(=O)O)cc2)CC1 (centres undefined),-5.8%,52.2%[activator],-8.2%,·,?,-0.8%
CCOC(=O)c1c(C)n(C)c2c(C)cc(O)c(OC(=O)CC)c12,-3.7%,?,-19.3%,-2.6%,8.7%,0.7%
COCCNC(=O)CN1C(=O)C(C)N=C(c2ccccc2)c2cc(Cl)ccc21 (centres undefined),-24.2%,8.4%,-12.2%,-2.0%,?,-12.9%
CCCCn1c(=N)c(S(=O)(=O)c2ccc(Br)cc2)cc2c(=O)n3cccc(C)c3nc21,?,?,-0.3%,5.8%,?,-0.1%
Cc1ccc(N2CC(C(=O)OCC(=O)c3ccc(F)cc3)CC2=O)cc1 (centres undefined),0.9%,2.94µM*,4.3%,-7.9%,12.6%,-7.9%
C=C(C)CSc1nnc(-c2ccc(OC)c(OC)c2)n1N,3.8%,-1.4%,-4.2%,3.7%,8.9%,-4.0%
CCOc1ccc(S(=O)(=O)N2CCCCC2)cc1NC(=O)CN1C(=O)NC(C)(C2CC2)C1=O (centres undefined),14.9%,-12.4%,2.7%,·,?,-12.0%
Cc1cccc(C)c1OCC(O)Cn1nnc2ccccc21 (centres undefined),?,-14.1%,1.1%,-0.4%,17.5%,-4.6%
CC[C@H](C)[C@@H](C(=O)NCCCCCCCCCCC(=O)N1CCN(C(=O)OC(C)(C)C)CC1)n1cc(CCCCCNC(=O)OC(C)(C)C)nn1,?,1.04µM*,-0.8%,·,1.47µM*,3.3%
CC(NC(=O)Cn1cc(C(F)(F)F)ccc1=O)c1ccc(F)cc1 (centres undefined),1.7%,?,4.8%,0.5%[11.5 µM],?,-2.8%
CCCc1nc2cc3c(cc2[nH]1)n(C)c(=O)n3C,?,-23.4%,22.4µM*,5.5%,-11.6%,-1.4%
Cn1cc(/C=C(\NC(=O)c2ccccc2)C(=O)NCCCN2CCOCC2)c2ccccc21,5.0%,?,-4.5%,6.1%,?,0.0%
NNC(=O)c1ccc(COc2ccc3ccccc3c2)o1,0.4%,?,5.7%,4.7%,-6.5%,-1.1%
CN1CCN(C(=O)c2cc(-c3ccccc3)on2)CC1,4.9%,·,-0.4%,-4.3%,127.4%[activator],3.8%

# One compound at a time, from the list above. Screens in order: HCV inh	Pf growth 96h	Sm TGR inh	LmPK inh	Pf growth 48h	TbPYK inhibitor
# `CCCCn1c(=N)c(S(=O)(=O)c2ccc(Br)cc2)cc2c(=O)n3cccc(C)c3nc21` in the list: ?	?	-0.3%	5.8%	?	-0.1%
# `C=C(C)CSc1nnc(-c2ccc(OC)c(OC)c2)n1N` in the list: 3.8%	-1.4%	-4.2%	3.7%	8.9%	-4.0%

# (list continues)
SMILES,HCV inh,Pf growth 96h,Sm TGR inh,LmPK inh,Pf growth 48h,TbPYK inhibitor
O=C1CC(=O)N(c2cccc(Br)c2)C(=O)N1,0.7%,4.6%,?,0.0%,-4.2%,-7.9%
COc1ccc(CNC(=O)C(C)N(Cc2ccccc2OC)C(=O)c2snc(C(N)=O)c2N)cc1 (centres undefined),10µM*,20.6%,1.6%,-0.3%,?,0.0%
Cn1c(C(=O)NCCN2CCOCC2)cc2c(=O)n3ccccc3nc21,9.6%,6.6%,0.9%,2.1%,35.7%[activator],-1.0%
CNc1nc(OCCNC(=O)Nc2ccccc2)nc(N2CCOCC2)n1,?,94.7%[activator],10.0%,4.5%,·,-4.6%
Cn1ncc2c(Nc3ccc(O)cc3)nc(Cl)nc21,-11.8%,82.4%[activator],-8.9%,3.4%,47.6%[activator],-0.2%
COc1ccc(OCC(=O)N/N=C(\C)c2cc3ccccc3o2)cc1,?,-6.7%,-8.7%,1.4%,33.2%[activator],-1.0%
CCc1ccccc1-n1c(SCC(=O)c2c(N)n(C3CC3)c(=O)[nH]c2=O)nnc1N1CCOCC1,4.8%,?,2.0%,·,-10.0%,?
COc1ccc(CCNC(=O)CCS(=O)(=O)c2ccc3nc(C)sc3c2)cc1OC,-2.8%,1.3%,-2.6%,-8.1%,15.8%,3.0%
Cc1ccc(OCCn2nc3ccccc3n2)c(C)c1,?,·,-0.9%,0.2%,24.6%,4.3%
CCOC(=O)c1cccc(NC(=O)CCn2nc(C)c(S(=O)(=O)N3CCCCC3)c2C)c1,-25.0%,?,-1.7%&0.1%,7.7%,?,-1.1%&-5.7%
CC(C)(C)NS(=O)(=O)c1ccc(NC(=O)NC2CCCCC2)cc1,-7.7%,?,7.3%,2.9%,-9.3%,-8.0%
CCN(CC)S(=O)(=O)c1cccc(-c2nnc(SCC(N)=O)n2N)c1,10.8%,-20.2%,9.1%,-4.1%,-2.9%,1.7%
CCc1nnc(NC(=O)CN2CC(C)OC(C)C2)s1 (centres undefined),15.5%,22.8%,7.7%,-1.5%,-7.6%,-7.1%
CCCCn1c(SCc2nc(N)nc(Nc3ccccc3C)n2)nc2ccccc2c1=O,?,?,-26.9%,1.5%,·,-1.0%
O=C(CN1CCN(C(=O)C2COc3ccccc3O2)CC1)Nc1ccc(F)cc1 (centres undefined),-6.6%,-21.3%,2.2%,0.8%,16.8%,-6.2%
CCOC(=O)c1ccc(NS(=O)(=O)c2cccc3nsnc23)cc1,-17.8%,18.5%,-4.2%,1.4%,6.7%,-5.0%
O=C(O)COc1ccc2c(c1)OCCO2,15.0%,?,-10.9%,-0.1%,8.7%,-9.1%
O=Cc1cccn1-c1ccccc1,0.4%,-10.2%,0.0%,-1.9%,38.1%[activator],1.2%
OCC[C@@H]1C[C@@H](O)[C@H](O)[C@]2(CCc3ccccc3CO2)O1,13.7%,20.8%,-18.8%,-3.6%,41.5%[activator],4.7%
CC(C)c1ccc(/C=N/n2c(-c3ccccc3)n[nH]c2=S)cc1,-9.1%,?,3.9%,-1.4%,-0.9%,?
COc1ccccc1OCCNS(=O)(=O)c1ccc2oc3ccccc3c2c1,-0.2%,10.4µM*,0.3%,0.2%,-18.4%,-7.8%
COc1ccccc1NC(=O)c1ccc(S(=O)(=O)NCc2ccco2)cc1,-11.2%,-0.8%,-8.5%,-7.0%,9.7%,0.1%
O=S(=O)(NCC1CC1)c1cccc(S(=O)(=O)N2CCCC2)c1,-5.1%,-11.5%,0.7%,-2.0%,1.6%,-2.1%
CC(C)C(NC(=O)C1CCCCC1)C(=O)Nc1ccc2c(c1)OCCO2 (centres undefined),-1.6%,?,10.9%,1.2%,85.2%[activator],2.9%
C[Si](C)(C)O[Si](C)(C)C,·,-2.0%,·,·,-8.0%,-6.8%
CC(C)Sc1nc2c(c(=O)[nH]c(=O)n2C)n1Cc1ccc(Cl)cc1,?,13.1µM*,-26.6%,-1.2%,?,?
